GSK3 alpha inh = inhibitors of human GSK-3 alpha kinase | ADP-Glo luminescence, 60 min | inhibition, % at 10 µM | actives 0.1% (n = 320,000) | AID 2650;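 in the data active = inhibition above about 50%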;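 also: GST-tagged GSK-3 alpha with peptide substrate and 25 µM ATP; 0% = DMSO neutral wells and 100% = GW8510 positive control wells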
Target sequence (P49840 whole entry, looked up): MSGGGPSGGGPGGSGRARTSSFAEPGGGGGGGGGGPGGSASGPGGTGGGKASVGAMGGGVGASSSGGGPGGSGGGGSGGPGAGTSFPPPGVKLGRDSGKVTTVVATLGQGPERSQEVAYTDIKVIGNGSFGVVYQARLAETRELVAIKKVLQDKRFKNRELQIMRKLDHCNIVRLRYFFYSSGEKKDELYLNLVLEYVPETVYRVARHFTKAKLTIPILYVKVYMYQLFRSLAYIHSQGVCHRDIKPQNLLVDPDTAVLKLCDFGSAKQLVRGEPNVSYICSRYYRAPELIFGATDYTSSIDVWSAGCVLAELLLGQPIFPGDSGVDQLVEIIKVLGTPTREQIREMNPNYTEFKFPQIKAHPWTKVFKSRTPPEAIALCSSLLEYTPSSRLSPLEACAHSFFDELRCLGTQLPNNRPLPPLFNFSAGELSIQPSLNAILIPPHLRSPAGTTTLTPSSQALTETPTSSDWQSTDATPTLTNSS
Platelet DG rel = modulates dense granule release in human platelets. human platelet-rich plasma, SFLLRN dense granule ATP release, luminescence. inhibition, %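 (compounds screened at 7.5 µM in platelet-rich plasma)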. actives 0.22% (n = 300,000). AID 1663;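 active = mean replicate score, as percent of positive control, at or above 50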
HSP90 refold inh = inhibitors of HSP90 luciferase refolding in rabbit reticulocyte lysate. luciferase refolding luminescence, 3 h. inhibition, % at 5.6 µM. actives 0.91% (n = 290,000). AID 1789;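 active = inhibition above the screen-wide mean plus 3 SD, computed separately per campaign, cut at about 16% in these data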;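 also: 0% = DMSO wells and 100% = 60 µM geldanamycin wells; inhibitors lower the luminescence because luciferase stays unfolded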
aSyn 5UTR inh = MLPCN primary screen, SNCA 5' untranslated region | inhibition, % (tested at 7.5 µM) | alpha-synuclein 5'UTR reporter, inhibitor activity | AID 1813 | actives 0.82% (n = 300,000); in the data active = inhibition above about 60%;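 also: H4 neuroglioblastoma cells stably carrying SNCA 5'UTR luciferase fusion; 0% = DMSO wells and 100% = positive control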
HSF1 inh = HSF1 inhibition; AID 2098; activity change, negative = inhibition, % at 7.5 µM (by protocol); actives 0.77% (n = 300,000); NIH3T3-HGL HSE-luciferase, MG132-induced, luminescence 8 h; hits give low values;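 active = more than half of replicate wells show activity change below -50%, luminescence cut by over half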;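 also: luciferase reports HSF-1 transcriptional activity via heat shock element; 0% = median of DMSO wells and -100% = zero luminescence signal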
KLF5 inh = kruppel-like factor 5 inhibition; DLD-1 KLF5 promoter-luciferase reporter, luminescence; inhibition, % at 5 µM; actives 0.23% (n = 290,000); AID 1700;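 active = inhibition above a per-plate limit of that plate's mean compound inhibition plus 3 SD, cut at about 60% in these data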;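 also: 0% = DMSO wells and 100% = LY294002 at 200 µM; higher means less KLF5 promoter-driven luciferase light; inactives centre near -14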
GSK3beta inhib = inhibitors of human GSK3beta kinase | P49841 | GST-GSK3beta kinase, ADP-Glo luminescence, 60 min; hits give low values | activity score (negative = inhibition), % at 10 µM | actives 0.038% (n = 300,000);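 active = more than half of replicate wells score below -50%, meaning over 50% inhibition versus plate controls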;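 also: 0% = median DMSO wells and -100% = median GW8510 positive control wells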
Target sequence (P49841 whole entry, looked up): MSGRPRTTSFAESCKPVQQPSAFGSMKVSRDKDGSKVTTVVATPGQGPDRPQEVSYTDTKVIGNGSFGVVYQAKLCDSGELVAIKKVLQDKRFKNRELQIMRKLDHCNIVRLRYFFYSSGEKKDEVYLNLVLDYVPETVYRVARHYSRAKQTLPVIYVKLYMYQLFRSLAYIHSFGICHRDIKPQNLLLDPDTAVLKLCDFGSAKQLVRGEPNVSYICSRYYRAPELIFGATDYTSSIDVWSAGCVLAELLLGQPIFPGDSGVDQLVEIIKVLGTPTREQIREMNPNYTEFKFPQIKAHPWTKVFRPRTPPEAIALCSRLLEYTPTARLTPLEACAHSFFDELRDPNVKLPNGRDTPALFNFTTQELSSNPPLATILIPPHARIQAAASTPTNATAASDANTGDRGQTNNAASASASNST
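Assay system: GST-fused GSK3beta enzyme, cell-free / Medium: Tris pH 7.5 buffer with MgCl2, DTT, BSA, heparin / Also added: peptide substrate plus 25 µM ATP (final) / Compound: 10 µM single point / Timing: kinase reaction with compound 60 min at room temperature / Detection: ADP-Glo luminescence / Benchmarks: DMSO neutral wells and GW8510 at 20 µM as positive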
Dyrk1A ADPGlo = inhibitors of rat Dyrk1A kinase; ADP-Glo luminescence, NFATc1 peptide; inhibition, % at 12.5 µM; actives 0.43% (n = 310,000); AID 504441; in the data active = inhibition above about 50%;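 also: plate controls were vehicle with enzyme for no effect and no enzyme for full effect; many of its hits are not listed in these tables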
IEC-6 tox = IEC-6 cytotoxicity, counter-screen for KLF5 inhibitors; luminescence viability; inhibition, % at 5 µM; actives 0.78% (n = 290,000); AID 1825; in the data active = inhibition above about 22%;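 also: 0% = plate median of test compound wells and 100% = cytotoxic reference compound wells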
HSF-1 act = increases HSF-1 driven luciferase reporter signal. activation, % at 9 µM. actives 1.7% (n = 300,000). AID 504408. NIH3T3-HGL HSF-1 luciferase reporter, MG132, 8 h; 100% = twice DMSO control signal;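 active = mean replicate activation of at least 50% with a set share of replicates each reaching 50%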;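 also: 0% = median of the neutral control wells and 100% = twice that signal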
The depositor's hits bear a star; nt = no result given. An excerpt; rates above refer to the full screens.

SMILES	GSK3 alpha inh	Platelet DG rel	HSP90 refold inh	aSyn 5UTR inh	HSF1 inh	KLF5 inh	GSK3beta inhib	Dyrk1A ADPGlo	IEC-6 tox	HSF-1 act
Cc1cc(C(=O)N2CCN(C/C=C/c3ccccc3)CC2)cs1	0	-3	1	16	-2	2	1	3	45*	11
O=C(NCc1csc(-c2cccs2)n1)c1cccc(Cl)c1	-1	nt	0	nt	nt	-18	-3	1	-5	nt
Cc1nc(NCc2ccco2)c2c(C)c(C)sc2n1	-1	0	2	-177	-47	3	-2	6	18	-55
Cn1ccnc1SCC(=O)Nc1ccccc1	-3	-1	-4	-34	-1	-39	nt	7	-6	-7
Cc1ccc(CNC(=O)c2csc3c2CCCCC3)cc1	-1	0	2	-14	1	4	2	4	-2	-3
CC(OC(=O)CCN=C1NS(=O)(=O)c2ccccc21)C(=O)Nc1ccc(F)cc1Cl (stereo unspecified)	-4	-3	nt	5	-10	nt	-1	-2	nt	-18
Clc1ccccc1Cn1nnc2ccccc21	-4	14	-1	2	3	-37	2	-2	-2	40
O=C(Nc1ccc(Cl)cc1)c1ccc2c(=O)n3c(nc2c1)CCCCC3	nt	2	-4	-120	9	-33	-2	-4	1	15
C/C(=N\NC(=O)C(=O)Nc1cc(Cl)ccc1Cl)c1ccncc1	0	-15	0	0	-10	-14	0	-8	-4	6
O=C(O)c1ccc(CSc2nnc(COc3ccc(Cl)cc3Cl)o2)cc1	-4	-3	nt	-4	17	nt	1	1	nt	20
CC(C)(C)NC(=O)CN(C(=O)CS(=O)CC(=O)Nc1ccc(F)cc1)c1ccc2c(c1)OCCO2 (stereo unspecified)	1	-4	-2	7	2	-25	2	-6	2	-14
COc1ccccc1OP(=O)(O)Oc1ccccc1OC	1	-1	0	1	-11	-22	-5	-1	3	-21
CCCCCN1C(=O)/C(=C/c2c(N3CCc4ccccc4C3)nc3ccccn3c2=O)SC1=S	3	3	nt	-94	-24	nt	-2	8	nt	-28
CCC1CCCCN1S(=O)(=O)c1ccc(NC(=O)c2cccs2)cc1 (stereo unspecified)	-1	-1	1	27	-3	1	-1	-3	3	-2
C=CCC1c2cccc(C(=O)OC)c2C(=O)N1c1ccccc1 (stereo unspecified)	nt	-1	-2	3	2	-2	3	2	4	8

The closing three records of the section before are carried over, then new ones follow.
SMILES	GSK3 alpha inh	Platelet DG rel	HSP90 refold inh	aSyn 5UTR inh	HSF1 inh	KLF5 inh	GSK3beta inhib	Dyrk1A ADPGlo	IEC-6 tox	HSF-1 act
CCCCCN1C(=O)/C(=C/c2c(N3CCc4ccccc4C3)nc3ccccn3c2=O)SC1=S	3	3	nt	-94	-24	nt	-2	8	nt	-28
CCC1CCCCN1S(=O)(=O)c1ccc(NC(=O)c2cccs2)cc1 (stereo unspecified)	-1	-1	1	27	-3	1	-1	-3	3	-2
C=CCC1c2cccc(C(=O)OC)c2C(=O)N1c1ccccc1 (stereo unspecified)	nt	-1	-2	3	2	-2	3	2	4	8
CCOC(=O)C(C(=O)Nc1cccc(C)c1)C1CCCCC1 (stereo unspecified)	5	-5	1	10	17	-24	3	-2	1	20
N#Cc1ccc(C(=O)CN2CCN(c3ccccc3)CC2)cc1	-2	-6	-2	-12	8	5	0	7	2	9
CC(C(=O)NC(N)=O)N1C(=O)NC(c2ccccc2)(c2ccccc2)C1=O (stereo unspecified)	-1	14	-6	10	-3	-20	0	-6	-5	-3
Fc1ccc(Oc2nnnn2-c2ccccc2)cc1	0	0	0	-26	1	-14	-4	4	0	10
Cc1ccc(NC(=O)COC(=O)Cc2ccsc2)cc1S(=O)(=O)N(C)C	-1	0	1	-4	-3	-44	0	-5	-4	1
Cc1ccc(C(=O)/C=C/C(=O)O)cc1	nt	-7	0	-8	-9	11	0	5	-2	-5
COC(=O)C1=C(C)N(c2cccc(C(C)=O)c2)C(=O)C1	-5	-3	2	8	3	0	-1	-1	-6	7
Cc1ccc(SC(C)C(=O)NCc2cccnc2)cc1 (stereo unspecified)	-1	-164	-2	-5	-10	6	1	8	3	-15
Cc1ccccc1Cn1nc(C)c(NC(=O)/C=C/c2cnn(C)c2C)c1C	-10	5	2	14	7	-42	0	2	0	-9
COc1ccc(CN2CCC(N3CCC(C(=O)N4CCOCC4)CC3)CC2)c(F)c1	1	3	0	-7	-9	-14	-1	1	-12	7
COc1cccc(CNC(=O)CSc2ccc(-c3ccccn3)nn2)c1	-2	9	2	18	-2	-12	4	2	-1	0
CCN(CC)CCCNC(=O)c1sc2ncn(CC(=O)Nc3ccc(C)c(Cl)c3)c(=O)c2c1C	nt	-2	-3	-30	-5	-7	-1	25	7	2
Cc1ccccc1NC(=O)Nc1ccc(C(F)(F)F)cc1	nt	0	0	-100	8	-91	-4	0	5	16
CCCCN(CCCC)C1=Nc2ccccc2N/C1=C(/C#N)C(=O)OCC	1	4	5	62	-8	11	-6	-1	7	1
C=CCN=c1scc(-c2ccc(F)cc2)n1/N=C/c1ccccn1	3	-2	4	-39	27	-18	0	-2	4	47
COc1ccc(/C=C/C(=O)Nc2ccccc2)cc1S(=O)(=O)N1CCOCC1	0	12	1	-20	14	-18	-2	13	-1	0
Oc1ccc2ccccc2c1-c1sc(Nc2ccccc2)n[n+]1-c1ccc(F)cc1	0	-1	-4	-32	8	10	3	-1	4	18
COc1ccc(OCCn2c(=N)n(CCO)c3ccccc32)cc1	0	3	1	10	3	-13	1	7	-2	-6
CCCCOc1ccc(N=Cc2cccs2)cc1	nt	3	2	19	-14	-9	-3	-2	1	-8
C/C(=N\N=C(/N)SC1CC(=O)N(c2cccc(Cl)c2)C1=O)c1cccs1 (stereo unspecified)	0	0	-1	-16	2	-38	3	9	-5	2
Cc1ccc2c(c1)cc(CN(Cc1cccnc1)C(=O)c1ccccc1)c1nnnn12	-2	-6	1	15	15	0	1	0	-2	32
Cn1c(N)c(C(=O)COC(=O)c2ccccn2)c(=O)n(C)c1=O	-1	0	-1	9	7	-20	4	-1	4	20
CCOC(=O)C1=C(C)N=c2s/c(=C\c3ccc(C(=O)O)cc3)c(=O)n2C1c1ccc(F)cc1 (stereo unspecified)	1	2	3	5	-9	2	2	4	-5	-11
CN1CCN(c2ncc(CN3C(=O)c4ccccc4C3=O)s2)CC1	nt	-8	2	14	-7	7	0	nt	-4	-15
O=S(=O)(c1ccc(Br)s1)N1CCN(c2ccccc2)CC1	2	4	1	-2	8	-6	-1	-7	-3	-1
CN(C)S(=O)(=O)N1CCCN(S(=O)(=O)N(C)C)CC1	-3	0	2	5	-9	14	1	-3	9	7
COc1cc(O)c2c(=O)c(-c3ccc(O[C@@H]4O[C@H](CO)[C@@H](O)[C@H](O)[C@H]4O)cc3)coc2c1	0	-1	1	-155	14	-141	-2	2	0	13
CN(NC(=O)COc1ccccc1)C1=NS(=O)(=O)c2ccccc21	0	1	-2	6	7	-11	1	-6	3	34
S=c1[nH]cnc2scc(-c3ccc(Cl)cc3)c12	1	0	-4	20	0	2	-1	nt	2	9
CCC1(C)Cc2ccccc2-c2nc3n(c(=O)c21)CC(C(=O)O)S3 (stereo unspecified)	0	4	2	0	1	-16	0	-6	-2	-14

Compound profiles (already shown). Order of screens: GSK3 alpha inh, Platelet DG rel, HSP90 refold inh, aSyn 5UTR inh, HSF1 inh, KLF5 inh, GSK3beta inhib, Dyrk1A ADPGlo, IEC-6 tox, HSF-1 act
Results for O=S(=O)(c1ccc(Br)s1)N1CCN(c2ccccc2)CC1 → 2, 4, 1, -2, 8, -6, -1, -7, -3, -1
Results for CN1CCN(c2ncc(CN3C(=O)c4ccccc4C3=O)s2)CC1 → nt, -8, 2, 14, -7, 7, 0, nt, -4, -15
Results for Cn1ccnc1SCC(=O)Nc1ccccc1 → -3, -1, -4, -34, -1, -39, nt, 7, -6, -7
Results for C=CCN=c1scc(-c2ccc(F)cc2)n1/N=C/c1ccccn1 → 3, -2, 4, -39, 27, -18, 0, -2, 4, 47
Results for O=C(O)c1ccc(CSc2nnc(COc3ccc(Cl)cc3Cl)o2)cc1 → -4, -3, nt, -4, 17, nt, 1, 1, nt, 20

(more compounds)
SMILES	GSK3 alpha inh	Platelet DG rel	HSP90 refold inh	aSyn 5UTR inh	HSF1 inh	KLF5 inh	GSK3beta inhib	Dyrk1A ADPGlo	IEC-6 tox	HSF-1 act
CN1CCN(C(=O)CSc2nc(-c3cccs3)ccc2C#N)CC1	0	-31	-2	-14	5	-42	8	4	2	12
CCN1CCCC1CNC(=O)c1cc2cc(F)ccc2[nH]1 (stereo unspecified)	0	5	2	30	-9	-13	-5	15	4	0
CN(CC1CCOCC1)C(=O)CC1C(=O)NCCN1Cc1cccc(Oc2ccccc2)c1 (stereo unspecified)	-1	3	2	22	0	-30	-3	1	3	17
CC1CC(C(F)(F)F)n2ncc(C(=O)O)c2N1 (stereo unspecified)	-2	8	-2	9	-6	4	1	1	2	1
c1ccc2c(c1)nnn2Cc1nnc2sc(-c3ccncc3)nn12	0	11	-1	-16	-2	7	0	20	-5	-2
CC1CC(C)CN(S(=O)(=O)c2cc3c(cc2Cl)NC(=O)CO3)C1 (stereo unspecified)	0	0	3	-2	6	-7	3	-2	2	7
Cc1cc(N2CCC(C)CC2)nc2cccc(O)c12	3	5	-5	-55	-2	-28	0	51*	-5	3
COC(=O)c1ccccc1NC(=O)Nc1cnccn1	0	0	-1	24	4	-18	-2	-1	-2	-22
CCOC(=O)C1CCCN(C(=O)c2cc(CN3C(=O)c4ccccc4C3=O)ccc2OC)C1 (stereo unspecified)	-1	8	nt	6	5	nt	2	1	nt	-9
COc1cccc(NC(=O)CNC(=O)Cn2cnc3sc4c(c3c2=O)CCCC4)c1	0	13	-2	-7	2	3	-3	nt	1	-3
COc1cc(C)c(Cl)cc1S(=O)(=O)NCc1ccco1	1	-5	5	-14	-7	-8	-2	-4	-1	-16
Cn1nc(C(F)(F)F)c(-c2ccccc2)c1N	-3	-3	-1	21	-3	-45	1	0	-6	-2

3 compounds drawn at random from those above, as already listed:
SMILES	GSK3 alpha inh	Platelet DG rel	HSP90 refold inh	aSyn 5UTR inh	HSF1 inh	KLF5 inh	GSK3beta inhib	Dyrk1A ADPGlo	IEC-6 tox	HSF-1 act
COC(=O)c1ccccc1NC(=O)Nc1cnccn1	0	0	-1	24	4	-18	-2	-1	-2	-22
COc1cccc(NC(=O)CNC(=O)Cn2cnc3sc4c(c3c2=O)CCCC4)c1	0	13	-2	-7	2	3	-3	nt	1	-3
CCN1CCCC1CNC(=O)c1cc2cc(F)ccc2[nH]1 (stereo unspecified)	0	5	2	30	-9	-13	-5	15	4	0
